Screening data: PubChem BioAssay, several laboratories
Rev-erbA mod – modulates human Rev-erb alpha binding to DNA; 370,000 compounds, 0.79% hits; activity, % at 10 µM; Rev-erbα–FITC-DNA binding, fluorescence polarization, 90 min; P20393; AID 1259318;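 active means activity above about 14%, limit read from the data; passing the limit was not always enough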;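 further: 0% = DMSO wells with 35 nM protein and 100% = DMSO wells with 750 nM protein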
Target sequence (P20393 whole entry, looked up): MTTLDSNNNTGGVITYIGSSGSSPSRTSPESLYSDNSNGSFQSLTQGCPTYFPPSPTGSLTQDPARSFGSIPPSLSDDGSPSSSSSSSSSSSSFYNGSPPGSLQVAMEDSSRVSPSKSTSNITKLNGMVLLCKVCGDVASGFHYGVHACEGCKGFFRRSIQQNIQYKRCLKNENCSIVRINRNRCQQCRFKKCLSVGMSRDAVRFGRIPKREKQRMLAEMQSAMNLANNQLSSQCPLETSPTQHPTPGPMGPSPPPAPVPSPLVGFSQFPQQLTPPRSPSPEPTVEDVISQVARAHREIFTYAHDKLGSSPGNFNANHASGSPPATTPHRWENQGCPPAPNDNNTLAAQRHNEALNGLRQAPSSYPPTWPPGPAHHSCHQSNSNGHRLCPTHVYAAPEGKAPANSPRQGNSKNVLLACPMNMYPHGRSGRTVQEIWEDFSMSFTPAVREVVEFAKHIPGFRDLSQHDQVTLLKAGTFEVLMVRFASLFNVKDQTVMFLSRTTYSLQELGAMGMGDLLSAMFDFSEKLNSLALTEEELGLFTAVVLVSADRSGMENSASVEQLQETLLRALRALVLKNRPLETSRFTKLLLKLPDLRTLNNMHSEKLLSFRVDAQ
ssDAF12 agonist – activators of S. stercoralis DAF-12 nuclear receptor. 370,000 compounds, 1% hits. activation, % at 6.8 µM. HEK293 ssDAF-12/GRIP1 lit1-tk-luc reporter, luminescence; % of 3 µM dafachronic acid response. AID 652126;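 active means activation above the mean over all tested compounds plus 3 SD, cut at about 0.9% in these data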;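 further: 0% = DMSO-only wells and 100% = 3 µM delta7-dafachronic acid wells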
PG9 binder – small molecules binding HIV-1 gp120 antibody PG9; inhibition, % at 6.7 µM; TR-FRET gp120-PG9 antibody binding; 360,000 compounds, 0.43% hits; in the data active means inhibition above about 8.5%
HGIII-sPLA2 inh – Inhibits HGIII-sPLA2 liposome hydrolysis, primary screen; Q9NZ20; QFRET BODIPY PC-A2 liposome hydrolysis, fluorescence; inhibition, % at 12.2 µM; 370,000 compounds, 0.56% hits; AID 743126;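 active means inhibition above mean plus 3 SD of compounds lying within the high and low control bounds, cut at about 19% in these data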;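 further: 0% = median of test compound wells and 100% = no enzyme DMSO wells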
Target sequence (Q9NZ20 whole entry, looked up): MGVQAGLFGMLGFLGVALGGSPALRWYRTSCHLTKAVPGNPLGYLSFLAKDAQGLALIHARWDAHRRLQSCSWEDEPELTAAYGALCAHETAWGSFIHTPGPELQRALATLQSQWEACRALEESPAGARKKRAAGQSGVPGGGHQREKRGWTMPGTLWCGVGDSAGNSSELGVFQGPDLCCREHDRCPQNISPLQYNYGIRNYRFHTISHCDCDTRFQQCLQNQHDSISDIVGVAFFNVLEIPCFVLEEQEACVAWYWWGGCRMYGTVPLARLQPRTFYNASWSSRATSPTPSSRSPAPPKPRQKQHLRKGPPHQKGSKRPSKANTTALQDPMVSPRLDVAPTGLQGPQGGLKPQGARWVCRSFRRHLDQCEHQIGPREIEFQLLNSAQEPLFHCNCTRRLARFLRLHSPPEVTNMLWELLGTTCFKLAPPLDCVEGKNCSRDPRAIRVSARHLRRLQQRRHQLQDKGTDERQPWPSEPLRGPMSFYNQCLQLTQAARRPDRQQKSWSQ
hcDAF12 agonist – H. contortus DAF-12 activation, primary screen; HEK293 hcDAF-12 lit1-tk-luc reporter, luminescence; 0% DMSO, 100% Δ7-dafachronic acid; activation, % at 6.8 µM; 370,000 compounds, 1.4% hits; AID 652067;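 active means activation above the mean of all tested compounds plus 3 SD, cut at about 5.5% in these data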;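 further: 100% = response to 3 µM Δ7-dafachronic acid high control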
GAA850 FXN act – increases GAA850 frataxin promoter reporter activity. HEK293 lucGAA850 FXN promoter luciferase reporter, 24 h; percent of 10 µM SAHA response. 360,000 compounds, 0.56% hits. activation, % at 6 µM. AID 540364;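 active means activation above the average of all compounds screened plus 3 SD, cutoff fixed separately per campaign, cut at about 7.5% in these data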;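 further: 0% = DMSO wells and 100% = 10 µM SAHA wells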
DAX1 inh-1 – inhibitors of human orphan nuclear receptor DAX1 (NR0B1) | P51843 | HEK293 Gal4-DAX1 luciferase reporter, luminescence | 340,000 compounds, 0.99% hits | AID 504766 | inhibition, % at 6.75 µM;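 active means inhibition above the mean over all tested compounds plus 3 SD, cut at about 4.2% in these data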;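 further: 0% = DAX1-transfected cells with DMSO and 100% = empty-vector control cells with DMSO; inhibition shows as a rise in luminescence from relieved DAX1 repression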
DAX1 inh-2 – DAX1 (NR0B1) inhibition, primary screen; HEK293T StAR-luciferase reporter, SF-1/DAX-1 repression relief; inhibition, % at 6.8 µM; 370,000 compounds, 1.1% hits; AID 652010;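 active means inhibition above the mean over all tested compounds plus 3 SD, cut at about 3.6% in these data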;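 further: 0% = DAX-1 cells with DMSO and 100% = cells lacking DAX-1 with DMSO; higher inhibition means more luminescence from relief of DAX-1 repression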
PLC-beta3 inh – blocks human PLC-beta3 enzyme activity. Q01970. Purified PLC-beta3, fluorogenic substrate, fluorescence. inhibition, % at 12.2 µM. 370,000 compounds, 0.18% hits; in the data active means inhibition above about 11%;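 further: 0% = median of compound wells on plate and 100% = full blocker control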
hgDAF12 agonist – activates the H. glycines DAF-12 receptor ligand-binding domain | HEK293 GAL4-hgDAF12 UAS-luciferase reporter, agonist luminescence; normalized to butyrate control | activation, % at 6.8 µM | 370,000 compounds, 1.8% hits;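 active means activation above a cutoff set at the mean of all screened compounds plus 3 SD, cut at about 10% in these data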;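 further: 0% = DMSO wells and 100% = sodium butyrate wells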
SMARCA2 act – activators of SMARCA2 function | 370,000 compounds, 1% hits | MG213 cells, MMTV-luciferase reporter, dexamethasone, overnight | activation, % at 9.1 µM | AID 652017; in the data active means activation above about 7.8%;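 further: 0% = vehicle wells and 100% = reference activator wells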
* = called active by the depositor; · = not tested or not shown.

SMILES | Rev-erbA mod | ssDAF12 agonist | PG9 binder | HGIII-sPLA2 inh | hcDAF12 agonist | GAA850 FXN act | DAX1 inh-1 | DAX1 inh-2 | PLC-beta3 inh | hgDAF12 agonist | SMARCA2 act
Cc1cccc(Nc2nc(N)c([N+](=O)[O-])c(N3CC(C)OC(C)C3)n2)c1 (configuration not stated) | 0 | -1.4 | -0.8 | 7 | -0.7 | 3.1 | -2.0 | -0.6 | -6 | -4.5 | -4
CCC(=O)N(NC1=NS(=O)(=O)c2ccccc21)S(=O)(=O)c1ccc(C)cc1 | -1 | -1.3 | -3.2 | -13 | 0.3 | 1.7 | 1.1 | -0.4 | -7 | -2.1 | 0
CCc1nc2ccccc2n1CCC(C)C | -2 | -1.4 | 0.3 | 1 | -1.6 | 3.5 | -1.4 | 0.1 | -1 | 1.7 | 1
CCNC(=S)NS(=O)(=O)c1ccc(CC)cc1 | -7 | -0.3 | -2.1 | 13 | 2.1 | -2.3 | -0.8 | -0.4 | 2 | -0.5 | -2
OCC1(CCOc2ccccc2)CCN(Cc2ccccc2C(F)(F)F)CC1 | -1 | -1.1 | -1.8 | -3 | -0.6 | 1.5 | -1.1 | -0.7 | 0 | -0.5 | 1
COc1ccc(Nc2nc(N)nc(CSC(=S)N3CCOCC3)n2)cc1 | 0 | -1.0 | -1.2 | 0 | 0.5 | 7.6* | 2.2 | 1.2 | -1 | 5.4 | 7
Cc1cccc(N2CCN(C(=O)c3cn4ccccc4n3)CC2C)c1 (configuration not stated) | -1 | -1.4 | -0.1 | 2 | -2.1 | 0.0 | -0.4 | -0.7 | -11 | -1.6 | -4
CCNC(=O)C1(C)CCCN1C(=O)c1cc(C)on1 (configuration not stated) | 8 | -1.5 | 2.4 | 6 | -0.9 | 0.4 | · | 1.5 | 1 | -2.9 | -2
CC1=CS/C(=C(/C#N)C(=O)NCc2ccco2)N1c1ccccc1 | -8 | -1.9 | 3.5 | 4 | -1.4 | -7.2 | 0.4 | -0.9 | -4 | 1.4 | -3
COc1cc(-c2nc(-c3ccc(NC(=O)c4ccc5c(c4)OCO5)cc3)no2)cc(OC)c1OC | 11 | -0.2 | 8.3 | 7 | 0.4 | 0.3 | 1.1 | -0.1 | 4 | 2.1 | 8.0*
CCCn1c(SC(C)C(=O)N2CCOCC2)nc2ccc(Br)cc2c1=O (configuration not stated) | -1 | -0.9 | -1.1 | -7 | -2.4 | 3.3 | -0.1 | 0.0 | -3 | -0.3 | -1
CC(C)[C@H](NC(=O)c1ccc(Br)cc1)C(=O)NC1CCCCC1 | -4 | 0.7 | -1.2 | -8 | 2.7 | 2.1 | 1.5 | 3.1 | -12 | 4.2 | 0
Cc1ccc(Cl)cc1NC(=O)COC(=O)CC(C)(C)C | -1 | -1.3 | 2.3 | -5 | 4.2 | -1.6 | 0.5 | -1.9 | -1 | 0.4 | -4
O=C(Cn1cc([N+](=O)[O-])cn1)N1CCCc2ccccc21 | 0 | -0.5 | -0.5 | 2 | 2.2 | 2.7 | 0.7 | -1.3 | 4 | -0.8 | -1
Cc1ccc(C(=O)N2CCN(C(=O)c3ccc(C)cc3)C2)cc1 | -7 | -1.3 | 1.2 | -3 | -0.1 | 0.4 | 1.0 | 0.1 | -4 | -0.6 | 2

Structural class: the compounds so far containing a carbonyl joined to an NH by a bond outside any ring (5)
SMILES | Rev-erbA mod | ssDAF12 agonist | PG9 binder | HGIII-sPLA2 inh | hcDAF12 agonist | GAA850 FXN act | DAX1 inh-1 | DAX1 inh-2 | PLC-beta3 inh | hgDAF12 agonist | SMARCA2 act
CCNC(=O)C1(C)CCCN1C(=O)c1cc(C)on1 (configuration not stated) | 8 | -1.5 | 2.4 | 6 | -0.9 | 0.4 | · | 1.5 | 1 | -2.9 | -2
CC1=CS/C(=C(/C#N)C(=O)NCc2ccco2)N1c1ccccc1 | -8 | -1.9 | 3.5 | 4 | -1.4 | -7.2 | 0.4 | -0.9 | -4 | 1.4 | -3
COc1cc(-c2nc(-c3ccc(NC(=O)c4ccc5c(c4)OCO5)cc3)no2)cc(OC)c1OC | 11 | -0.2 | 8.3 | 7 | 0.4 | 0.3 | 1.1 | -0.1 | 4 | 2.1 | 8.0*
CC(C)[C@H](NC(=O)c1ccc(Br)cc1)C(=O)NC1CCCCC1 | -4 | 0.7 | -1.2 | -8 | 2.7 | 2.1 | 1.5 | 3.1 | -12 | 4.2 | 0
Cc1ccc(Cl)cc1NC(=O)COC(=O)CC(C)(C)C | -1 | -1.3 | 2.3 | -5 | 4.2 | -1.6 | 0.5 | -1.9 | -1 | 0.4 | -4

Next section
SMILES | Rev-erbA mod | ssDAF12 agonist | PG9 binder | HGIII-sPLA2 inh | hcDAF12 agonist | GAA850 FXN act | DAX1 inh-1 | DAX1 inh-2 | PLC-beta3 inh | hgDAF12 agonist | SMARCA2 act
COc1cccc(N/C(SCc2ccccc2C)=C(/C#N)C(=O)NCc2cccs2)c1 | 3 | -0.8 | -2.5 | -20 | -1.3 | -0.7 | -1.3 | -0.7 | -6 | 0.5 | 4
C#CCNC(=O)/C=C/c1ccc(C)cc1 | 4 | -0.1 | -0.1 | -1 | 2.5 | 5.2 | 2.3 | 1.4 | 6 | 5.0 | 5
Cc1ccc(C2CN(CCC(N)=O)C(=O)CO2)cc1 (configuration not stated) | 3 | -1.4 | -0.2 | 5 | -2.0 | 1.8 | -0.4 | -0.8 | 2 | 0.2 | 0
CCOC(=O)Cn1c(C)c(Br)c(COC)c(C#N)c1=O | 4 | -1.3 | 1.0 | 18 | -0.5 | 0.6 | 0.7 | 0.3 | -8 | 1.8 | -6
C=C[C@@](C)(O)CC[C@@H]1[C@@]2(C)CCCC(C)(C)[C@@H]2CC[C@@]1(C)O | 1 | -1.0 | 0.4 | -15 | -0.9 | -2.0 | 3.5 | -1.0 | 4 | 0.6 | 2
CCN(CC)CCNC(=O)C(=O)Nc1cc2c3c(c1)CCN3C(=O)CC2 | 0 | -0.2 | -3.2 | 3 | 0.6 | 1.2 | 0.6 | 0.1 | -5 | 3.4 | 1
CCOC(=O)c1cnc(N)nc1C(F)(F)F | -1 | -1.1 | -1.3 | 10 | -0.7 | 4.6 | 0.2 | 0.4 | -6 | -3.8 | -2
CCCOc1ccc(N2C(=O)CC(N(CCc3ccc(S(N)(=O)=O)cc3)C(C)=O)C2=O)cc1 (configuration not stated) | -1 | -1.2 | -1.1 | -6 | 0.6 | 0.6 | -1.0 | 0.3 | 4 | 1.7 | -2
O=C(NNC(=O)c1csc(-c2cccs2)n1)c1ccc(Cl)cc1 | 4 | -1.1 | -2.5 | -1 | -0.1 | -0.9 | · | 0.5 | -7 | 0.7 | 1
CCCCC1=NN(C(=O)c2ccco2)C(O)(C(F)(F)F)C1 (configuration not stated) | 2 | -1.2 | -1.1 | -8 | -1.1 | -2.1 | 0.6 | -0.8 | 0 | 0.8 | -2
NNC(=O)COc1cccc2cccnc12 | 2 | -0.9 | 0.4 | -3 | -0.6 | -0.8 | -0.9 | -0.3 | -1 | 0.8 | -2
CCN1CCN(S(=O)(=O)CC2(C)C3CCC2(C)C(=O)C3Br)CC1 (configuration not stated) | -6 | -2.0 | -0.6 | -6 | 0.5 | 0.6 | 0.1 | 0.2 | 3 | -0.3 | -2
Cc1cccc(NC(=O)CSc2nnc(-c3ccncc3)n2C)c1 | -4 | -1.5 | -1.5 | -1 | -0.8 | 0.1 | 0.1 | 0.1 | 4 | 12* | -2
N#Cc1c(NC(=O)c2ccc(Br)o2)n(-c2ccccc2)c2nc3ccccc3nc12 | 1 | -1.1 | -0.1 | -8 | -0.1 | 1.9 | -0.9 | 0.0 | -319 | -0.8 | 5
Cc1noc(C)c1COc1cccc(C(=O)Nc2ccc(OCc3ccccc3)cc2)c1 | -2 | -1.5 | -2.9 | -16 | -0.9 | 1.2 | -0.3 | -1.3 | 0 | 0.0 | -3
COc1ccc(CSc2nnc(CNS(C)(=O)=O)o2)cc1 | -3 | -1.2 | -0.5 | 0 | 1.5 | 0.8 | 0.2 | 0.6 | 3 | -0.9 | -2
O=C(c1ccco1)N1CCN(Cc2ccc(F)cc2Cl)CC1 | 3 | -1.0 | -2.8 | 1 | 0.0 | 4.6 | 1.8 | 0.7 | -2 | 3.9 | 3
COc1ccc(CNC(=O)CCC(=O)Nc2ccc(Cl)cc2)cc1 | 0 | -1.4 | 0.9 | 9 | -0.9 | -1.5 | 1.0 | 0.1 | -6 | 1.2 | 0
COc1ccc(OC)c(C(=O)NC(CC(N)=O)c2ccc(NCCN3CCCC3)c([N+](=O)[O-])c2)c1 (configuration not stated) | -3 | -1.1 | -1.0 | 5 | 0.2 | -0.8 | -0.2 | 0.6 | 0 | 1.8 | 0
Cc1nn(Cc2c(F)c(F)c(F)c(F)c2F)c(C)c1NC(=O)c1nn(C)cc1[N+](=O)[O-] | -8 | -0.9 | 2.4 | -5 | -0.2 | 0.4 | -0.6 | 0.3 | 0 | 0.0 | 0
Cc1ccc(NC(=O)COC(=O)c2ccc(-n3cnnn3)cc2)c(Br)c1 | 0 | -1.3 | -0.5 | -4 | 1.2 | -0.7 | 0.4 | -0.3 | -4 | -1.0 | -1
COc1ccccc1NC(=O)CCSc1nnnn1C | 6 | -1.1 | -1.3 | 6 | -1.6 | 2.0 | 0.5 | 0.9 | 3 | -2.7 | -1
O=C(CCn1c(=O)oc2ccccc21)N1CCN(c2ccccc2Cl)CC1 | -1 | -1.3 | -1.4 | -1 | -1.0 | -4.2 | -2.0 | -2.3 | 3 | -0.4 | 3
Cc1cc(NC(=O)CC23CC4CC(C2)CC(CC(=O)Nc2cc(C)on2)(C4)C3)no1 | -5 | -1.3 | -0.3 | -6 | -2.4 | -2.6 | -0.2 | 0.1 | 3 | 0.1 | 1
Cc1ccc(NCCNc2ccc(C)cc2)cc1 | 4 | -1.2 | 0.1 | 5 | 0.3 | 3.6 | -0.7 | -0.1 | -1 | 0.2 | -2
COc1ccc(CCNC(=O)C(=O)NCc2ccccc2)cc1OC | 3 | -1.1 | 2.4 | 9 | -0.9 | -3.3 | 0.7 | -1.1 | 4 | 1.6 | 0
CC1(C)Cc2c(cnn2-c2ccccc2)C(NC(=O)CCCN2CCCC2=O)C1 (configuration not stated) | 4 | -0.9 | -1.1 | -3 | -0.4 | -0.5 | -0.7 | -0.3 | -8 | -2.1 | 0

Whole records, looked up by structure:
Cc1ccc(C(=O)N2CCN(C(=O)c3ccc(C)cc3)C2)cc1 is listed as Rev-erbA mod = -7; ssDAF12 agonist = -1.3; PG9 binder = 1.2; HGIII-sPLA2 inh = -3; hcDAF12 agonist = -0.1; GAA850 FXN act = 0.4; DAX1 inh-1 = 1.0; DAX1 inh-2 = 0.1; PLC-beta3 inh = -4; hgDAF12 agonist = -0.6; SMARCA2 act = 2
CCCCC1=NN(C(=O)c2ccco2)C(O)(C(F)(F)F)C1 (configuration not stated) is listed as Rev-erbA mod = 2; ssDAF12 agonist = -1.2; PG9 binder = -1.1; HGIII-sPLA2 inh = -8; hcDAF12 agonist = -1.1; GAA850 FXN act = -2.1; DAX1 inh-1 = 0.6; DAX1 inh-2 = -0.8; PLC-beta3 inh = 0; hgDAF12 agonist = 0.8; SMARCA2 act = -2

This is a random part of the collection. About 7% of those tested had a hit in this group.
